All columns: NCI-60 one-dose screen, growth in % after 48 h at 10 µM unless noted; 100 = growth as untreated, 0 = no growth, -100 = all killed.
RPMI-8226: RPMI-8226 leukemia cells. actives 7.5% (n = 77,000). AID 1794781
MCF7: MCF7 breast cancer; actives 6.3% (n = 82,000); AID 1794796
CCRF-CEM: CCRF-CEM leukemia; actives 7% (n = 77,000); AID 1794778
K-562: K-562 leukemia; actives 7.4% (n = 78,000)
MDA-MB-468: MDA-MB-468 breast cancer; AID 2202374; actives 8.5% (n = 78,000)
MOLT-4: MOLT-4 leukemia cells | actives 6.9% (n = 80,000) | AID 1794779
SR: SR leukemia cells | actives 8.7% (n = 73,000)
MDA-MB-231: MDA-MB-231 breast cancer. actives 5% (n = 81,000)
Starred values were filed as active, the others as inactive; . = no result given; & = joins results of further samples. Rule for the calls: active = growth percent below 10; inactive = the rest.

Values in the order – RPMI-8226 | MCF7 | CCRF-CEM | K-562 | MDA-MB-468 | MOLT-4 | SR | MDA-MB-231
CC(=C\c1ccccc1)/C=C1\C(=O)NC(=S)N1C=C1C(=O)NC(=O)NC1=O
    89 | 87 | 99 | 99 | 101 | 98 | 100 | 112
CC(C)(C)c1cc(C(=O)N2CCC[C@H]2C(=O)NCCN)cc(C(C)(C)C)c1
    96 | 99 | 104 | 95 | 91 | 93 | 83 | 94
CN(C)CC(C)(CN(C)C)C(=O)/C=C/c1c(Cl)cccc1Cl
    -4.6* | -61* | -4.6* | -8.4* | -83* | -19* | . | .
NC(=O)c1cc(Cl)ccc1NS(=O)(=O)c1ccccc1
    95 | 99 | 87 | 105 | 97 | . | 97 | 107
COc1cc(/C=C/c2cc(O)c3cc(C(C)=O)c(=O)oc3c2)cc2c1O[C@]1(C)CC[C@@H](O)C(C)(C)[C@H]1C2
    -23* | 5.6* | 22 | 17 | 65 | -5.7* | . | 64
CCOC(=O)C1C(=O)N(c2ccccc2CC)C(=O)C(C#N)=C1c1ccc(Cl)cc1 (configuration not stated)
    73 | 86 | 70 | 80 | 100 | 94 | . | 86
COc1ccc(OCC(O)CN2CCN(c3ccc(Cl)cc3)CC2)cc1 (configuration not stated)
    99 | 89 | 113 | 105 | . | 107 | 112 | 88
c1ccc(NN=C2c3ccccc3-c3ccccc32)cc1
    99 | 69 | 90 | . | 77 | 89 | 75 | 73
CCOC(=O)CC1CSC(N/N=C/c2ccccc2F)=N1 (configuration not stated)
    100 | 93 | 116 | 95 | 98 | 107 | 109 | 121
COc1ccc(C2NCCc3c2[nH]c2ccccc32)cc1CN1CCN(c2ccc(F)cc2)CC1 (configuration not stated)
    -10* | 34 | 16 | 17 | 49 | 24 | 20 | -33*

Some of the entries so far, tab-delimited.
Compound	RPMI-8226	MCF7	CCRF-CEM	K-562	MDA-MB-468	MOLT-4	SR	MDA-MB-231
COc1ccc(OCC(O)CN2CCN(c3ccc(Cl)cc3)CC2)cc1 (configuration not stated)	99	89	113	105	.	107	112	88
c1ccc(NN=C2c3ccccc3-c3ccccc32)cc1	99	69	90	.	77	89	75	73

Reformatted tab-delimited: part of the list above
SMILES	RPMI-8226	MCF7	CCRF-CEM	K-562	MDA-MB-468	MOLT-4	SR	MDA-MB-231
NC(=O)c1cc(Cl)ccc1NS(=O)(=O)c1ccccc1	95	99	87	105	97	.	97	107
COc1cc(/C=C/c2cc(O)c3cc(C(C)=O)c(=O)oc3c2)cc2c1O[C@]1(C)CC[C@@H](O)C(C)(C)[C@H]1C2	-23*	5.6*	22	17	65	-5.7*	.	64
CCOC(=O)C1C(=O)N(c2ccccc2CC)C(=O)C(C#N)=C1c1ccc(Cl)cc1 (configuration not stated)	73	86	70	80	100	94	.	86
COc1ccc(OCC(O)CN2CCN(c3ccc(Cl)cc3)CC2)cc1 (configuration not stated)	99	89	113	105	.	107	112	88
c1ccc(NN=C2c3ccccc3-c3ccccc32)cc1	99	69	90	.	77	89	75	73
CCOC(=O)CC1CSC(N/N=C/c2ccccc2F)=N1 (configuration not stated)	100	93	116	95	98	107	109	121

Other structures
Values in the order – RPMI-8226 | MCF7 | CCRF-CEM | K-562 | MDA-MB-468 | MOLT-4 | SR | MDA-MB-231
CCOC(=O)/C=C1\S/C(=N\Nc2cc(=O)[nH]c3ccc(Br)cc23)N(c2ccccc2)C1=O
    -12* | 22 | 11 | 13 | 56 | 21 | 3.8* | 86
CC(CN(C)C)Oc1ccccc1NC1=C(Cl)C(=O)C(Nc2ccccc2OC(C)CN(C)C)=C(Cl)C1=O (configuration not stated)
    -34* | -47* | -2.0* | -11* | -64* | -31* | -9.4* | -77*
O=C(NCCCl)Nc1ccc(Cl)cc1
    87 | 84 | 86 | 100 | 92 | 105 | 84 | 103
COc1ccc(C2=Nn3c(nnc3-n3nc(C)cc3C)SC2)cc1
    21 | 17 | 6.7* | 4.5* | 22 | 5.3* | . | -7.8*
COc1ccc2c(c1)CCNC21C(=O)N(Cc2ccc(F)cc2)c2ccccc21 (configuration not stated)
    95 | 107 | 101 | 97 | 113 | 89 | 94 | 76
COc1ccc2c(c1)C=CC(C#N)N2C(=O)c1ccccc1 (configuration not stated)
    22 | 15 | 15 | 7.7* | 13 | 12 | . | 25
CCCNC(c1ccc(N(CC)CC)cc1)C(Cl)(Cl)Cl (configuration not stated)
    87 | 92 | 99 | 107 | 100 | 77 | 84 | 103
COc1ccc(C(=O)/C=C/c2cc(-c3cc4ccccc4o3)n(-c3ccccc3)n2)cc1
    90 | 87 | 81 | 92 | 95 | 92 | 83 | .
COc1ccc(/C(C)=N/NC(=O)CSc2nc3ccccc3c(=O)n2Cc2ccc(S(N)(=O)=O)cc2)cc1OC
    89 | 93 | 96 | 96 | 89 | 89 | 98 | 76
CS(=O)(=O)c1ccc(-n2cc(/C=C/C(=O)c3ccc(NC(=O)CO[N+](=O)[O-])cc3)c(-c3ccccc3)n2)cc1
    110 | 109 | 108 | 113 | 127 | 113 | 102 | 90
Nc1cc(N)c2c(c1)C(=O)c1ccccc1-2
    90 | 104 | 80 | . | 104 | 97 | 84 | 94
CCN(CC)c1ccc(C2=NN(C(C)=O)C(c3cc(OC)c(OC)c(OC)c3)C2)cc1 (configuration not stated)
    2.5* | 27 | 13 | -4.5* | 17 | 5.6* | -24* | 3.7*
O=C(CN1C(=O)/C(=C/c2ccccc2F)SC1=S)N1CCOCC1
    53 | 35 | 42 | 19 | -7.2* | 78 | 28 | 92
Cc1ccc(S(=O)(=O)NCCC2CC2[C@@H](O)[C@H](O)c2ccccc2)cc1 (some centres not stated)
    126 | 98 | 139 | 99 | 116 | 106 | 94 | 118
COc1cc(-c2nc(-c3ccccc3)[nH]c2-c2ccnc(NCCCNS(=O)(=O)c3ccccc3)n2)ccc1Cl
    50 | 79 | 55 | 61 | 91 | 52 | 79 | 98
CSc1nc(N)c2cn[nH]c2n1
    97 | 98 | 97 | 110 | 103 | 120 | 116 | 119
COc1ccc([N+](=O)[O-])c(O)c1C(C)=O
    93 | 97 | 88 | 113 | 107 | 89 | 91 | 98
O=C(O)c1cccc(NC(=O)c2ccc(-c3cccc([N+](=O)[O-])c3)o2)c1
    110 | 94 | 110 | 102 | 143 | 106 | 116 | 104
CC1C(C)N(C(=O)CCCl)c2ccccc2N1C(=O)CCCl (configuration not stated)
    101 | 92 | 93 | 105 | 108 | 98 | 99 | 105
NC(=O)C1(NC2CCCCC2)CCN(Cc2ccccc2)CC1
    97 | 102 | 98 | 98 | 102 | 99 | 93 | 102
COc1ccc(SSc2ccc(OC)cc2)cc1
    94 | 94 | 106 | 103 | 90 | 106 | 90 | .
O=C(Nc1ccncc1)C(=O)c1cn(S(=O)(=O)c2cccc(Cl)c2)c2ccccc12
    47 | 29 | 72 | 20 | 31 | 53 | . | 87
COC(=O)CC[C@@H]1O[C@@H](c2ccc(F)cc2)[C@@H](I)[C@H]1O
    108 | 106 | 100 | 106 | 92 | 103 | 99 | 109
O=C1NC(O)C(O)N1 (configuration not stated)
    110 | 107 | 109 | 120 | 110 | 114 | 121 | 117
C#CCC1(CCC2OCCO2)NS(=O)(=O)c2ccccc21 (configuration not stated)
    109 | 90 | 101 | 102 | 95 | 100 | 121 | 104
Cc1ccc(C(=O)NCCNc2nccc(-c3c(-c4cccc(F)c4)nc4sccn34)n2)cc1
    54 | 27 | 49 | 49 | 39 | 57 | . | 72
Cc1cccc(NC(=S)N(CCC#N)C2CCCCC2)c1
    88 | 102 | 93 | 99 | 108 | 80 | . | 101
c1ccc(CCNc2ccnc3ccccc23)cc1
    43 | 63 | 64 | 37 | . | 79 | 74 | 90
Clc1nc(Cl)c2ccccc2n1
    107 | 98 | . | 100 | 107 | 103 | 98 | 91
COc1ccc2nc(NC(=O)/C(=C/c3ccc4c(c3)OCO4)c3ccc(OC)c(OC)c3)sc2c1
    101 | 99 | . | 95 | 111 | 94 | 97 | 119
NCCCCCNc1cc(O)cc2cccnc12
    118 | 96 | 69 | 125 | 113 | 137 | 45 | 107
CNc1ccc(-c2nc3sccn3c2-c2ccnc(SC)n2)cc1
    98 | 106 | 105 | 97 | 100 | 91 | 89 | 105
CCOC(=O)c1ccc(NC(=O)CCCN(CC)CC)cc1
    98 | 96 | 106 | 98 | 115 | 96 | 93 | 114
Nc1c(C(=O)Nc2ccccn2)sc2nc3c(cc12)C(=O)CCC3
    39 | 22 | 48 | 22 | 7.5* | 70 | 41 | 52
C=C1C(=O)O[C@H]2[C@H]1CC/C(CNC(=O)/C=C/c1cccc(OC)c1)=C\CC[C@@]1(C)O[C@@H]21
    2.7* | -7.5* | 1.0* | 3.7* | -37* | -3.2* | 8.1* | 7.3*
Cc1c(Cl)ccc2c1NC(=O)C21C2C(=O)N(c3ccccc3)C(=O)C2C2CN(C(=O)OCc3ccccc3)CCN21 (configuration not stated)
    47 | 36 | 61 | 52 | 71 | 36 | 39 | 75
O=C1C(=O)c2cccnc2-c2ncccc21
    -30* | -55* | -33* | -23* | -91* | -45* | -45* | -39*
COc1ccc(O)c(/C(=C/C(=O)O)c2nc(-c3ccccc3)c(-c3ccccc3)[nH]2)c1
    61 | 71 | 91 | 86 | 97 | 61 | 71 | 79
Cc1ccc(C)n1-c1ccsc1C(=O)NNC(=O)C(Cl)(Cl)Cl
    101 | 88 | 80 | 95 | 98 | 108 | . | .
Nc1nc2ccc(Cl)cc2o1
    101 | 106 | 106 | 128 | 106 | 109 | . | 100
Cc1nnc2c(Cc3ccccc3)nc3ccccc3n12
    93 | 98 | 91 | . | 90 | 91 | 95 | 96
C/C=C/c1ccc(OCC)c(O)c1
    106 | 97 | 100 | 100 | 113 | 105 | 110 | 100
CCCCCC[C@H](C/C=C\CCCCCCCC(=O)OC)OC(C)=O
    97&93 | 96&100 | 99&109 | 109&102 | 114&104 | 93&83 | 100&79 | 100&124
COc1ccc(-c2nnc(SC/C(=N\O)c3ccc(Cl)cc3)o2)cc1
    82 | 79 | 114 | 92 | 78 | 89 | 90 | 95
O=C1OC(=O)C2C3CC(C(Br)C3Br)C12 (configuration not stated)
    106 | 93 | 95 | 130 | 96 | 109 | 123 | 103
CCOC(=O)c1nc(Oc2ccc(NC(=O)Nc3ccc(C)c(Cl)c3)cc2)c2ccccc2n1
    . | 100 | 99 | 111 | 95 | 104 | 92 | 56
CC(C)N1CCN(c2ccc(OC[C@H]3CO[C@](Cn4cncn4)(c4ccc(Cl)cc4Cl)O3)cc2)CC1
    89 | 95 | 83 | . | 79 | 86 | 58 | 66
NC(=O)c1c(Cl)cccc1Cl
    94 | 106 | 90 | 100 | 110 | 100 | 96 | 97
COc1ccccc1Nc1nc(-c2cccnc2)nc2sc3c(c12)CCCCCC3
    77 | 97 | 94 | 116 | 100 | 102 | 108 | 106
N#C/C(=C\n1c(=S)[nH]c2ccccc21)c1nc2ccccc2s1
    93 | 81 | 93 | 95 | 92 | 99 | 79 | 83

Carrying on:
Values in the order – RPMI-8226 | MCF7 | CCRF-CEM | K-562 | MDA-MB-468 | MOLT-4 | SR | MDA-MB-231
CCOC(=O)/C(=C\CC/C(C)=C/CC/C(C)=C/CCc1ccoc1)CC(=O)O
    106 | 94 | 96 | 103 | 99 | 98 | 95 | 121
Cc1ccc(-c2ccccc2)cc1
    116 | 94 | 108 | 102 | 86 | 100 | 87 | 97
CN(Cc1cnc2nc(N)nc(N)c2n1)c1ccc(C(=O)NC(CCC(=O)O)C(=O)O)cc1Br (configuration not stated)
    54 | 19 | 38 | 31 | 42 | 30 | 34 | 60
CC1CN(CCCN)C(C)CN1CCCN (configuration not stated)
    101 | 101 | 105 | 94 | 106 | 109 | 102 | 92
COc1ccc(NC(=S)Nc2nc3c(=O)[nH]nc(-c4ccccc4)c3s2)cc1
    100 | 91 | 98 | 84 | 94 | 90 | 77 | 115
COc1cccc(-c2nn(-c3ccccc3)cc2-c2ccnc(N3CCN(C(=O)Nc4ccc(Cl)c(C(F)(F)F)c4)CC3)c2)c1
    53 | 47 | 57 | 54 | 56 | 19 | 44 | 69
CS(=O)(=O)c1ccc(-c2ccc3ncc(C#N)c(Nc4ccc(F)c(Cl)c4)c3c2)cn1
    76 | 88 | 98 | 96 | 81 | 98 | . | 85
CCOC(=O)C(NC(=O)Cc1ccccc1)C(=O)OCC
    119 | 100 | 102 | 101 | 92 | 93 | 100 | 106
N#Cc1c(Nc2ccc(F)c(Cl)c2)n[nH]c1-c1cccs1
    81 | 75 | 83 | 87 | 87 | 88 | 91 | 101
COc1cccc(-c2nn(-c3ccccc3)cc2-c2ccnc(NCCCNC(=O)Nc3ccc(F)cc3)c2)c1
    -27* | -16* | -27* | . | -55* | . | . | -1.3*

Brought forward from above: 2 entries, followed by the next part.
Values in the order – RPMI-8226 | MCF7 | CCRF-CEM | K-562 | MDA-MB-468 | MOLT-4 | SR | MDA-MB-231
N#Cc1c(Nc2ccc(F)c(Cl)c2)n[nH]c1-c1cccs1
    81 | 75 | 83 | 87 | 87 | 88 | 91 | 101
COc1cccc(-c2nn(-c3ccccc3)cc2-c2ccnc(NCCCNC(=O)Nc3ccc(F)cc3)c2)c1
    -27* | -16* | -27* | . | -55* | . | . | -1.3*
CCOC(=O)Cn1c(-c2ccc(S(C)(=O)=O)cc2)nc2cc(Cl)ccc21
    99 | 91 | 98 | 89 | 99 | 96 | . | 97
O=C1C(=O)c2c(ccc3ccccc23)-c2ccccc21
    4.3* | -48* | . | 8.3* | -80* | -31* | 5.1* | -7.6*
COc1ccc(/C(C)=N/N=C2C(=O)Nc3ccc(F)cc32)cc1S(N)(=O)=O
    87 | 86 | 87 | 99 | 76 | 89 | 81 | 84
COc1cc(-c2nc(N=Nc3c(O)[nH]c4ccccc34)[nH]c(=O)c2C#N)cc(OC)c1OC
    98 | 96 | 99 | 99 | 106 | 101 | 106 | 93
